Compound activity as filed in PubChem BioAssay.
EPAC1 antagonist: antagonists of human EPAC1; EPAC1 GEF assay, Rap1b-BODIPY-GDP exchange fluorescence; O95398; actives 0.14% (n = 360,000); Potency, µM (top dose mostly 115 µM), inactives show at the highest dose activity change, negative = inhibition, actives largely listed as inhibitors;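 further: potency means the concentration at half of the fitted maximal effect; plate controls were vehicle for no effect and positive control for full effect; nearly all actives have a fitted effect of over 50% in size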
IL2 activator: activators of IL-2 | IL-2 activation reporter assay, cell-based qHTS; stimulated with anti-CD3/CD4/CD28 beads; in transgenic mouse T cells | activation, % (series mostly up to about 46 µM) | actives 0.065% (n = 360,000) | AID 652025; in the data active means activation above about 50%; inconclusive means mostly about 30% to 49%; further: 0% is about no effect
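EGFP and DsRed fluorescence is measured by plate cytometry in unstimulated transgenic mouse T cells exposed to compound for 60 minutes, then stimulated 18 hours at 37 degrees C with anti-CD3/anti-CD4 beads plus anti-CD28.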
EPAC2 agonist: EPAC2 (human) agonism; AID 720711; Potency, µM (doses to about 154 µM), without a hit: at the top dose activation, most hits filed as activators; EPAC2 activation, biochemical qHTS; response scale: 100% = 6.5 mM cAMP response; actives 0.079% (n = 360,000); further: potency means the concentration at half of the fitted maximal effect; nearly all actives have a fitted effect of over 50% in size
Target sequence (Q8WZA2 whole entry, looked up): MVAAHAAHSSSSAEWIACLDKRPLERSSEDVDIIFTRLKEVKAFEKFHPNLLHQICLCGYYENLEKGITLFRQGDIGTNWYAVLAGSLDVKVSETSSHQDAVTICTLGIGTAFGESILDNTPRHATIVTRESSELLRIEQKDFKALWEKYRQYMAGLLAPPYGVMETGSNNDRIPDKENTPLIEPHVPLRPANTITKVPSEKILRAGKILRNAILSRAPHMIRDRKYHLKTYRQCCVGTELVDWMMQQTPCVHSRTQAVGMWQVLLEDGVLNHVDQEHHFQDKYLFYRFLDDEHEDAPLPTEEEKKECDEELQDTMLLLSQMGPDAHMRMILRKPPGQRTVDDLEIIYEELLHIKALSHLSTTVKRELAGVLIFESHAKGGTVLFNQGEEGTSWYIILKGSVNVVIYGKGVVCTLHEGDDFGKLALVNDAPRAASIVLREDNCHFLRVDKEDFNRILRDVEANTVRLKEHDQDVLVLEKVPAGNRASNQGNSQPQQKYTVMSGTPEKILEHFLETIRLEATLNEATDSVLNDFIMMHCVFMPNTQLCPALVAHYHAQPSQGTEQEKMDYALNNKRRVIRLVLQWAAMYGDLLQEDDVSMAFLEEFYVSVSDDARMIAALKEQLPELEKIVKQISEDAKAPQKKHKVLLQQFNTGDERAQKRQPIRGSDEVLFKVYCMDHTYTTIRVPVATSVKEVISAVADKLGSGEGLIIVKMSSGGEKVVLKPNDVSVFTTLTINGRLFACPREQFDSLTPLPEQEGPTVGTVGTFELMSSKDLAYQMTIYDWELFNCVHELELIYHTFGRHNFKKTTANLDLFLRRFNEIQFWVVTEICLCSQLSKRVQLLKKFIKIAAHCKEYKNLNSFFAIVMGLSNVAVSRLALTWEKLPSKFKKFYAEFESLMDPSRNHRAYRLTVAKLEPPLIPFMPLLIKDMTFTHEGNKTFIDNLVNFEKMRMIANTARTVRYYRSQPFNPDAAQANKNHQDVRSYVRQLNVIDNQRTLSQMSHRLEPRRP
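Compounds were titrated in qHTS against a Rap1B-BODIPY-GDP (250 nM) complex with EPAC2 (100 nM) and GDP (50 uM). BODIPY-GDP release tracked at 480/540 nm over 30 min at room temperature, normalized to 6.5 mM cAMP.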
EPAC1 agonist: agonists of human EPAC1; EPAC1 agonist qHTS, biochemical assay; response scale: 100% = response to 6.5 mM cAMP; Potency, µM (top dose mostly 154 µM), without a hit: top-dose activation, most hits filed as activators; actives 0.073% (n = 360,000); further: potency means the concentration at half of the fitted maximal effect; nearly all actives have a fitted effect of over 60% in size
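Normalized to 6.5 mM cAMP, activity reflects EPAC1-catalysed release of BODIPY-GDP from Rap1B, followed kinetically over 30 min at 480 nm excitation, 540 nm emission. Reaction contained 100 nM EPAC1, 250 nM Rap1B-BODIPY-GDP, 50 uM GDP.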
CCT modulator: cytosolic chaperonin activity modulation | purified chaperonin ATPase assay, HTRF ADP detection, 30 min | activity change, % (concentration not given with the values), hits read low | actives 0.3% (n = 360,000); in the data active means activity change below about -30%; further: on the % scale 0 is the no-effect control and ±100 the full control effect
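We incubate TRiC, 40 or 20 nM final, with library compounds at 76 uM and 10 uM ATP for 30 min at 37 °C. ADP formed is detected with Transcreener HTRF reagents after 30 min at room temperature.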
PI5P4Ka inh: inhibitors of human PI5P4K alpha | PI5P4Kalpha enzyme, ADP-Glo luminescence, 60 min; stronger effect = lower value | P48426 | AID 652105 | actives 1.2% (n = 330,000) | max response, %; active means max response of -50% or lower; inconclusive means between -30% and -50%; inactive means -30% or higher; further: value at the top dose of about 77 µM; on the % scale 0 is the no-effect control and ±100 the full control effect
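Quantitative HTS of the MLSMR library against PI5P4Kalpha with substrate. ATP added last at 5 microM final; room temperature, 60 minutes. Remaining ATP depleted, ADP converted and read as luminescence.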
PLK1 PBD inh: inhibitors of human PLK1 polo-box domain binding. P53350. Plk1 PBD binding of FITC phosphopeptide, fluorescence polarization. Potency, µM, without a hit: max response, negative = inhibition, most hits filed as inhibitors. actives 2.8% (n = 360,000); further: potency means the concentration at half of the fitted maximal effect; series mostly up to about 57 µM; on the % scale 0 is the no-effect control and ±100 the full control effect; nearly all actives have a fitted effect of over 65% in size
WRN inhibitor: blocks human WRN helicase; WRN helicase unwinding, fluorescent forked duplex, kinetic; Potency, µM (series often up to 114 µM), inactives show at the highest dose activity change, negative = inhibition, hits mostly inhibitors; actives 0.46% (n = 360,000); AID 651768; further: potency means the concentration at half of the fitted maximal effect; on the % scale 0 is the no-effect control and ±100 the full control effect; nearly all actives have a fitted effect of over 55% in size
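Primary qHTS, 1536-well format. 20 nM WRN + compound, 15 min RT; start with 100 nM forked fluorophore/quencher duplex, 2 mM ATP (final); kinetic read ex 525/em 598 nm.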
* = called active by the depositor; ? = inconclusive; . = not tested or not shown; & = joins results of further samples; [ ] = dose if it differs, or a comment. Unless noted, the call rests on the fitted dose curve; in most records, active means well fitted curve in the direction sought with a large enough effect; inconclusive means small, poorly fitted or top-dose-only effect, or another doubt; inactive means no such curve, though single readings can be large; an effect the other way counts as inactive or inconclusive. This is a subset (hit frequency here may not be typical).

Preview, 2 compounds:
Results follow in this order: EPAC1 antagonist | IL2 activator | EPAC2 agonist | EPAC1 agonist | CCT modulator | PI5P4Ka inh | PLK1 PBD inh | WRN inhibitor
> Cc1n[nH]c(C)c1CCC(=O)N/N=C/c1c(C)[nH]c2ccccc12
    6% | -2.5 | 2% | 0% | -0.7 | ? | 2% | -1%
> C#CCOC(=O)c1ccc(-n2cncn2)nc1
    7% | 0.5 | 2% | 5% | -2.6 | -2 | -4% | 7%

Main list, from the first entry:
Results follow in this order: EPAC1 antagonist | IL2 activator | EPAC2 agonist | EPAC1 agonist | CCT modulator | PI5P4Ka inh | PLK1 PBD inh | WRN inhibitor
> Cc1n[nH]c(C)c1CCC(=O)N/N=C/c1c(C)[nH]c2ccccc12
    6% | -2.5 | 2% | 0% | -0.7 | ? | 2% | -1%
> C#CCOC(=O)c1ccc(-n2cncn2)nc1
    7% | 0.5 | 2% | 5% | -2.6 | -2 | -4% | 7%
> CNC(=O)/C(C#N)=C/c1c(N2CC(C)OC(C)C2)nc2ccccn2c1=O (stereo unspecified)
    3% | 0.6 | -2% | 9% | -0.7 | -3 | 0% | -15%
> CCOC(=O)c1c(N2C(=O)C3CC(C)=C(C)CC3C2=O)sc(C)c1C (stereo unspecified)
    -2% | -0.3 | 16% | 15% | 1.0 | . | -10% | -15%
> O=C(CSc1nnc2sc3ccccc3n12)N1CCN(c2ccccc2)CC1
    -14% | -1.4 | 9% | 4% | -0.5 | . | -10% | -6%
> O=c1[nH]cnc2scc(-c3ccccc3)c12
    4% | -0.5 | 8% | 4% | 0.3 | -3 | -5% | -4%
> COc1ccc(NC(=O)c2cc3ccccn3n2)cc1
    -16% | -3.4 | 3% | -13% | 0.2 | -4 | 1% | -9%
> Cc1ccc(OCCn2ncc3ccccc3c2=O)c(C)c1
    -4% | -1.0 | 3% | -8% | -1.7 | 7 | 5% | -10%
> NC(=S)N=Nc1c(O)n(Cc2ccccc2)c2ccccc12
    6% | 1.9 | -3% | 5% | -2.9 | 2 | -6% | -4%
> CCOc1ccccc1-n1c(SCC(N)=O)nnc1-c1ccc(O)cc1
    9% | -0.1 | -2% | 4% | 0.1 | . | -3% | 46%[activator]
> CSc1ccccc1NC(=O)Cn1ccsc1=N
    2% | 0.8 | 0% | 8% | -1.4 | 2 | -6% | 2%
> CCN(CC)S(=O)(=O)c1cc(NC(=O)C2=COCCO2)ccc1Cl
    -3% | -2.9 | 9% | 0% | -1.5 | -8 | -6% | 14%
> CCOC(=O)c1sc(=NC(=O)C2CC2)n(C)c1C
    -8% | -0.3 | 5% | 13% | -0.9 | -10 | -18% | 0%
> Cc1nnc(SCC(=O)N(CC(C)C)C2CCS(=O)(=O)C2)s1 (stereo unspecified)
    5% | -3.7 | -2% | 9% | -1.4 | -3 | -5% | 9%
> COc1ccccc1-n1c(C)c(C(=O)O)c2cc(OC)c3ccccc3c21
    -8% | 0.1 | 2% | 4% | -1.0 | 1 | ? | -10%
> Cc1ccc(S(=O)(=O)N2CCC(C(=O)N/N=C/c3ccncc3)CC2)cc1
    2% | 0.4 | 6% | -1% | -1.9 | -2 | -8% | 12%
> N/C(=N\N=C/c1ccc(F)cc1)N/N=C\c1ccc(F)cc1
    -9% | -0.5 | 16% | 9% | -3.4 | -19 | -5% | -3%
> CCN1CCN(c2nc(-c3ccccn3)nc3ccccc23)CC1
    0% | -1.3 | -3% | 3% | -3.0 | . | -8% | 4%
> CN(C)CCNC(=O)C1(O)c2cc(Br)ccc2NC(=O)N1c1ccc(Cl)cc1 (stereo unspecified)
    2% | 1.1 | -1% | 2% | -3.0 | -3 | -15% | -4%
> O=C(Nc1nccs1)[C@@H]1CCCN1S(=O)(=O)c1ccccc1F
    9% | 5.7 | 5% | 6% | 1.1 | -4 | -11% | -3%
> COc1cccc(/C=N/Nc2nc(Nc3ccc([N+](=O)[O-])cc3)nc(N3CCCC3)n2)c1O
    5% | 0.0 | -3% | 2% | 1.4 | ? | 2% | 50µM*
> Cn1cc(S(=O)(=O)N2CCc3ccccc3C2)c(=O)n(C)c1=O
    15% | -1.2 | 4% | 0% | 0.0 | -3 | -4% | -5%
> NC(=O)c1ccsc1NC(=O)COC(=O)Cc1cccc2ccccc12
    -4% | -0.6 | 13% | 17% | -0.1 | 40 | -5% | -10%
> c1ccc(-c2ccc(C3=Nn4c(nnc4-c4cc(-c5ccccc5)n[nH]4)SC3)cc2)cc1
    -1% | 4.3 | 1% | -3% | -4.2 | . | 0% | -9%
> COCCNC(=O)C(OC(=O)c1ccco1)c1ccccc1OC (stereo unspecified)
    -2% | 0.6 | -6% | -2% | 0.8 | 0 | 1% | 5%
> CCN(CC)C(=O)CSC1=C(C#N)C(c2ccco2)C(C(=O)OCCOC)=C(C)N1 (stereo unspecified)
    0%&-4% | -2.6&-1.3 | -1%&-1% | -2%&8% | -7.7&-1.9 | -5&-6 | -3%&-7% | -6%&-7%
> Cn1c(SCC(=O)Nc2cc(S(=O)(=O)N3CCOCC3)ccc2N2CCOCC2)nnc1-c1ccncc1
    6% | 3.4 | 4% | 5% | -1.4 | -8 | 1% | -4%
> CC1CCCC(C)N1C(=O)CSc1nnc(C2CCCCC2)o1 (stereo unspecified)
    -1% | -3.0 | 5% | -4% | -1.7 | 8 | -6% | 11%
> COCCN(C(=O)CC(C)(C)C)c1nnc(-c2cccnc2)s1
    ? | -0.2 | 6% | -2% | -1.2 | -7 | -1% | 0%
> COc1cc2[nH]c(=O)n(Cc3ccc(C(=O)NCC4CCCO4)cc3)c(=O)c2cc1OC (stereo unspecified)
    -24% | -1.9 | -8% | 0% | -1.9 | 4 | -4% | 0%
> Nc1cc2ccncc2c2ccccc12
    2% | -0.5 | 8% | 7% | 1.0 | 0 | -2% | -3%
> O=C(NCc1ccccc1)C(c1ccccc1)n1c(=O)c(-c2ccco2)nc2ccccc21 (stereo unspecified)
    ? | -0.2 | -3% | 3% | . | -64* | ? | -17%
> O=C(NO)C1CC2C=CC1C2 (stereo unspecified)
    4% | -0.2 | 9% | 1% | 1.6 | . | 1% | -2%
> O=C1C2CC(O)CN2C(=S)N1Cc1ccccc1 (stereo unspecified)
    -6% | -2.7 | 11% | 4% | -3.1 | -1 | ? | -6%
> Cc1cc(Cl)c(S(=O)(=O)NCc2ccncc2)cc1OCC(N)=O
    18% | -3.8 | 3% | -1% | -1.0 | 0 | -13% | 4%
> CC1CCN(C(=O)c2cc3c(=O)n4ccccc4nc3s2)CC1
    -23% | 0.5 | 5% | 4% | 1.1 | -6 | -10% | 5%
> CC1(C)CC(=O)C(C2=NC(C)(C)Cc3ccccc32)=C(O)C1
    -11% | -0.3 | 2% | -4% | -0.5 | 10 | -3% | 3%
> C/C(N)=C(/C#N)C(=O)CSc1nnc(COc2ccccc2Cl)o1
    -24%&0% | -1.2&-0.9 | 2%&-2% | -2%&0% | 0.5&-3.3 | ? | 1%&-6% | -4%[11.6 µM]
> COc1cc(-c2cc(C(=O)Nc3ccncc3)c3ccccc3n2)cc(OC)c1OC
    -24% | 0.6 | 14% | 13% | -2.3 | 9 | -11% | -1%
> Brc1ccc(-c2cn3c(n2)SCC3)cc1
    1% | -0.9 | 12% | 16% | -0.6 | -5 | -15% | 7%
> CC1(C)N=C(C(=O)c2ccccc2)N(O)C1(C)O (stereo unspecified)
    0% | -1.2 | 0% | 0% | -2.3 | . | 1% | -4%
> Cc1ccc(C)c(OCc2nnc(NC(=O)c3ccco3)s2)c1
    7% | 5.5 | -3% | 3% | -0.8 | -15 | -9% | -10%
> c1csc(CNCCN2CCOCC2)c1
    -2% | 0.0 | 6% | 2% | -0.2 | . | -14% | -5%
> COc1ccc(F)cc1COc1nc(C)nc2ccccc12
    -6% | -4.9 | 2% | -7% | 1.8 | -8 | -9% | -29%
> Cc1ccc(Nc2ccc(S(=O)(=O)N3CCOCC3)cc2[N+](=O)[O-])cc1C
    -3% | -0.8 | 5% | -1% | -2.0 | 5 | -3% | -22%
> CCC(CC)C(=O)Nc1ccc(C(=O)Nc2cc(C)on2)cc1
    6% | 2.1 | 6% | 14% | 0.4 | 2 | -5% | -10%
> O=C(c1cccc(C(F)(F)F)c1)C1CCCN(C(=O)CCc2cnccn2)C1 (stereo unspecified)
    7% | 0.2 | 13% | -5% | 0.6 | 3 | -10% | 9%
> CC(C)(C)Oc1ccccc1Nc1nc(NCCO)nc(N2CCCC2)n1
    -11% | -0.6 | 4% | -16% | . | . | . | .
> CCCCn1c(N)c(N(CC(C)C)C(=O)c2oc3ccc(Br)cc3c2C)c(=O)[nH]c1=O
    -18% | 1.4 | -6% | 2% | -1.4 | ? | -10% | 4%[11.6 µM]
> CCOC(=O)c1c(C)[nH]c(C(=O)OCC(=O)Nc2sccc2C(N)=O)c1C
    -15% | -1.0 | 0% | ? | -3.5 | -24 | -7% | -13%
> O=C(c1ccccc1)n1ccc(-c2cnc(-c3ccccc3)s2)n1
    ? | -0.2 | 7% | 4% | 1.1 | 2 | 5% | -9%
> Cc1cccc(C(=O)NCc2nnc(SCC(=O)NC3CCCC3)n2C)c1
    4% | -0.3 | 0% | -3% | -1.0 | 1 | -6% | -12%
> FC(F)(F)COc1nc(OCC(F)(F)F)nc(N2CCN(c3ccccc3)CC2)n1
    -16% | 8.5 | 16% | -4% | 0.4 | 10 | -1% | 2%
> O=C(COC(=O)c1ccc2c(c1)C(=O)N(Cc1ccncc1)C2=O)Nc1cccc2ccccc12
    8% | -0.9 | -4% | 4% | -1.8 | -12 | -11% | 11%
> COc1ccccc1OCC(=O)Nc1ccc(S(=O)(=O)N2CCN(C)CC2)cc1
    7% | 0.3 | -2% | -2% | 3.4 | -29 | 4% | -4%
> CC1(C)CC(=O)C(C=NCCN2CCN(C3CC(=O)N(c4cccc(Br)c4)C3=O)CC2)=C(O)C1 (stereo unspecified)
    5% | 0.8 | -4% | 4% | -2.4 | 4 | 0% | -3%
> CCOC(=O)c1c(CN(CC)CC)oc2ccc(OC)cc12
    10% | 0.4 | -3% | 1% | 2.0 | -2 | -8% | 0%
> CC(C)N1C/C(=C/c2ccsc2)C(=O)/C(=C/c2ccsc2)C1
    -24% | -3.5 | 1% | -1% | -2.6 | -2 | -18% | -14%
